tim10-1 inh: inhibits growth of tim10-1 mutant yeast. S. cerevisiae tim10-1 ts strain growth, BacTiter-Glo, 24 h. inhibition, % at 20 µM. 2.2% of 330,000 active;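 active = inhibition of at least 40%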;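 also: mutant grown at 25 °C; 0% = DMSO wells with yeast and 100% = wells holding no yeast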
mIAP block: blocks mouse intestinal alkaline phosphatase; purified mouse IAP, CDP-Star luminescence, 30 min; inhibition, % at 10 µM; 0.2% of 330,000 active; AID 2806;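 active = inhibition of at least 40% at 10 µM in the primary screen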;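 also: plate controls were DMSO with enzyme for no effect and no enzyme wells for full effect; values of inactives mirror those of a sister screen read the other way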
beta cell repl: MIN6 beta-cell proliferation induction | MIN6 cells proliferation, ATPlite luminescence, 48 h; cells starved in 0.2% serum; 100% = growth in 10% serum | proliferation, % at 10 µM | 0.29% of 330,000 active;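 active = compounds whose signal lies at least 3.5 SD above the mean of all wells on their plate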;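 also: 0% = DMSO-treated cells in low-serum medium and 100% = 10% serum control; some compounds called inactive have numbers as strong as hits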
A3A deaminase: inhibitors of human APOBEC3A DNA deaminase. P31941. inhibition, % at 20 µM. recombinant A3A, FAM/TAMRA ssDNA deamination fluorescence. 0.41% of 330,000 active. AID 493011;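 active = at least 40% inhibition at 20 µM here, with at most 30% in a related deaminase screen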;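 also: plate controls were A3A with DMSO for no effect and wells lacking A3A enzyme for full effect; some results filed as inactive read as strong as hits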
A3G deaminase: inhibitors of human APOBEC3G DNA deaminase; inhibition, % at 20 µM; AID 493012; recombinant A3G, ssDNA deamination FAM/TAMRA fluorescence; 0.28% of 330,000 active;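 active = inhibition of at least 40% at 20 µM, with no more than 30% in the related APOBEC3A deaminase screen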;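 also: plate controls were DMSO wells with A3G for no effect and wells lacking A3G enzyme for full effect; some compounds called inactive have numbers as strong as hits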
Target sequence (Q9HC16 whole entry, looked up): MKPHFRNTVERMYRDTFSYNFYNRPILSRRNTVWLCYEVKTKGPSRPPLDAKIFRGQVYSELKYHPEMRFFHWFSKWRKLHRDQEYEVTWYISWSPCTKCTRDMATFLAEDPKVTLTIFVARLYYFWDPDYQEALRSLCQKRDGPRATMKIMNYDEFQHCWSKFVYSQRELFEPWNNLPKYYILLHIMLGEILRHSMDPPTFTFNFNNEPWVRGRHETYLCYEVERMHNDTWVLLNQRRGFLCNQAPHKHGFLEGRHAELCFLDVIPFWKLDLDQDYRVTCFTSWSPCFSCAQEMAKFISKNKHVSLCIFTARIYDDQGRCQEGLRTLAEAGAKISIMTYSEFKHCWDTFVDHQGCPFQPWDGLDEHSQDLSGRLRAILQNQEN
mIAP act: mouse IAP activation | AID 2805 | 0.24% of 330,000 active | muIAP, CDP-Star luminescence, 30 min; stronger effect = higher value; 1 = vehicle-only enzyme signal, 0 = enzyme-free wells | activation factor at 10 µM;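 active = activation factor of at least 2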; also: the source names both 10 and 20 µM as test concentration; values of inactives mirror those of a sister screen read the other way
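also added = chemiluminescent substrate CDP-Star | test system = mouse IAP enzyme | signal = chemiluminescence readout | compound = DMSO-dissolved test compounds | incubation = 30 min at room temperature | benchmarks = DMSO wells, no-enzyme wells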
TIM10 inh: TIM10 yeast growth inhibition; 1.4% of 330,000 active; inhibition, % at 10 µM; S. cerevisiae TIM10 strain growth, BacTiter-Glo luminescence, 24 h;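 active = inhibition of 40% or more at the single tested concentration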;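 also: wild-type TIM10 isogenic control strain grown at permissive 25 °C; 0% = DMSO yeast wells and 100% = minimal medium wells without yeast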
NALP3 yeast inh: NALP3 inhibition in yeast; Yeast reconstituted NLRP3/ASC/caspase-1, beta-gal luminescence, 24 h; inhibition, % at 10 µM; 0.39% of 330,000 active;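 active = inhibition of 50% or more; inactive = inhibition below 50%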;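 also: plate controls were induced DMSO wells for no effect and uninduced yeast grown without galactose for full effect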
hIAP inh: blocks human intestinal alkaline phosphatase | 0.12% of 330,000 active | purified IAP, CDP-Star luminescence, 30 min | P09923 | inhibition, % at 10 µM;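 active = inhibition reaching a set limit with compound at 10 µM in the primary screen, cut at about 35% in these data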;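 also: plate controls were DMSO wells with enzyme for no effect and no-enzyme buffer wells for full effect; values of inactives mirror those of a sister screen read the other way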
Target sequence (P09923 whole entry, looked up): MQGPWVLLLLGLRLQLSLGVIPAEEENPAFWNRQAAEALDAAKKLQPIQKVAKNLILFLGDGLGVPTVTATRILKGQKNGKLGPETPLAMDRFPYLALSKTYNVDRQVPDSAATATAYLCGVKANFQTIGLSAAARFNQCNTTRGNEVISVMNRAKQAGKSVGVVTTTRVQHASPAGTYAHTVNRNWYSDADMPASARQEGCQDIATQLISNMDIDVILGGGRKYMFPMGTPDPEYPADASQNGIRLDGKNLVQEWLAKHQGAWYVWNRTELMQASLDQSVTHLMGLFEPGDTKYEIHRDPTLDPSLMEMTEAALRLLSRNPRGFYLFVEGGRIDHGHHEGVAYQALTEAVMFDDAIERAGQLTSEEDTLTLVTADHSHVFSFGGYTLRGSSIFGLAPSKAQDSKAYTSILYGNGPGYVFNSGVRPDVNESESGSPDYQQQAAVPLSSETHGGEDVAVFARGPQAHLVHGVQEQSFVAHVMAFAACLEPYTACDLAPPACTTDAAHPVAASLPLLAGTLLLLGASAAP
The depositor's hits bear a star.

Results follow in this order: tim10-1 inh, mIAP block, beta cell repl, A3A deaminase, A3G deaminase, mIAP act, TIM10 inh, NALP3 yeast inh, hIAP inh
CN1C(=O)N(c2nnc(C(C)(C)C)s2)C(=O)C1c1ccccc1 (stereo not given)
    8, 9, 0, -4, -10, 0.91, 13, 7, 24
CCN1CCN(C(=O)N(CC(=O)Nc2ccc(C(N)=O)cc2)S(=O)(=O)c2ccc(C)cc2)CC1
    1, 6, 1, -1, -6, 0.94, 12, 9, -16
COc1ccc(C(=O)OCC(=O)NCC2CCCCC2)cc1S(=O)(=O)N1CCCc2ccccc21
    21, 4, 0, 0, -1, 0.96, 5, 5, -9
CSc1nsc(SCC(=O)N2CCCCC2)n1
    5, -2, -3, -1, -3, 1, -10, 9, 5
Cc1ccc2c(c1)nc(NCCCO)n2C
    4, -5, 4, 0, 0, 1.1, 4, 8, -3
CCCn1c(SCC(=O)NC23CC4CC(CC(C4)C2)C3)n[nH]c1=O
    6, -2, 1, -4, -10, 1, 5, 11, 21
COc1ccc(-n2c(Cc3cccn3C)nnc2SCC(=O)N2CCCC2)cc1
    15, 3, 0, 6, -3, 0.97, 6, 7, 8
O=C(Cc1ccccc1[N+](=O)[O-])NCCC1=CCCCC1
    19, -4, 5, 0, -5, 1, -12, -1, 8
CCOC(=O)C1=C(C(F)(F)F)Nc2ncnn2C1c1cc(OC)c(OC)cc1OC (stereo not given)
    16, 4, 0, 1, -3, 0.96, -12, 8, 5
S=C(NCCc1ccccc1)NCCN1CCOCC1
    -3, -1, 0, -1, -7, 1, -10, 5, -16
Cc1nc2ccc(NC(=O)Cc3cccs3)cc2s1
    10, -8, -4, 2, 2, 1.1, 1, 17, -4
COc1cc(OC)c(N(C)C(=O)c2cc3c(s2)-c2ccccc2S(=O)(=O)C3)cc1Cl
    -10, -5, 2, -4, -3, 1.1, 5, -12, 5
CNC(=O)COc1ccc(S(=O)(=O)Nc2ccccc2)cc1
    -18, -4, -1, 2, 4, 1, -5, 21, -2
CC(=O)c1nnn(-c2ccc([N+](=O)[O-])cc2C)c1C
    -13, -4, 0, 1, -1, 1, -2, 10, 10
Cc1ccc(C)c(S(=O)(=O)ON2C(=O)c3ccccc3C2=O)c1
    70*, 5, -2, 4, 18, 0.95, 26, 5, -8
O=C(NNC(=O)c1ccccc1Cl)c1ccncc1
    -9, -2, 0, -1, -8, 1, -2, 3, -1
CC1=CC(C)C2COC(c3ccc[n+](C)c3)C1C2C (stereo not given)
    7, 4, -1, 39, 27, 0.95, 1, 15, 3
CCCCC(NC(=O)Cc1c(C)c2cc3c(C)c(C)oc3c(C)c2oc1=O)C(=O)O (stereo not given)
    10, -2, 2, -1, -5, 1, 7, 13, -2
CCOC(=O)C(CC)/C(C)=N\NC(=O)CCC(=O)Nc1ccc(Cl)cc1Cl (stereo not given)
    5, -6, 0, -3, -10, 1.1, -14, 1, -3
CCCc1cc(C(=O)OC)c(NC(=O)CCC(=O)O)s1
    7, 6, 0, 1, -5, 0.94, 0, -6, 5
O=C(NC(=S)Nc1ccccc1N1CCOCC1)c1cccs1
    52*, 16, 1, -4, -4, 0.84, 57*, -37, 6
COc1ccc(N(CC(=O)Nc2ccc(F)cc2F)S(=O)(=O)c2c(C)nn(C)c2C)cc1
    11, -6, 3, -7, -4, 1.1, -2, 13, -18
Cc1c(-c2ncn[nH]2)sc(C#N)c1-c1ccccc1
    29, 3, -2, 0, -3, 0.97, 15, 38, 9
CSc1ccccc1C(=O)OCC(=O)Nc1ccc(N2CCOCC2)cc1
    -12, 14, -2, -2, -2, 0.86, -5, 14, -10
CC(O)CNCCCOc1ccccc1OCc1ccccc1 (stereo not given)
    17, -3, 1, -1, -2, 1, -2, -4, -2
NC(=O)CC(NC(=O)Cc1ccc(Cl)cc1)c1ccc(NC2CCN(Cc3ccccc3)CC2)c([N+](=O)[O-])c1 (stereo not given)
    -1, -1, -6, 10, 6, 1, 8, 5, 14
CCOC(=O)c1ccc(S(=O)(=O)N2CCN(S(=O)(=O)CC)CC2)cc1
    7, -26, -2, -5, -8, 1.3, 19, 2, -23
Clc1cccc(OCCCCCN2CCOCC2)c1
    -88, -11, -1, -1, -1, 1.1, -68, 21, 2
CCc1ccc2[nH]c(=O)c(CN(Cc3ccc4c(c3)OCO4)C(=O)c3ccco3)cc2c1
    9, 6, -2, -4, -7, 0.94, 8, 11, 18
CCSc1ccccc1C(=O)NC1CCCCC1
    12, -9, 4, -2, -11, 1.1, -6, 9, -16

More records follow.
Results follow in this order: tim10-1 inh, mIAP block, beta cell repl, A3A deaminase, A3G deaminase, mIAP act, TIM10 inh, NALP3 yeast inh, hIAP inh
COc1ccc(OCCOC(=O)CCS(=O)(=O)c2ccc(C)cc2)cc1
    27, 6, -3, -1, -8, 0.94, 6, 24, -8
C#CCN1C(=O)C(O)(CC(=O)c2cccc(OC)c2)c2ccccc21 (stereo not given)
    7, 11, -4, 1, 1, 0.89, 14, 10, 11
O=C(c1ccccc1F)N1CCN(c2cccc(C(F)(F)F)c2)CC1
    21, -4, -1, 10, -7, 1, 5, -8, 0
O=C(O)C[C@@H](CNC(=O)COc1ccc2ccc(=O)oc2c1)c1ccc(Cl)cc1
    -7, -3, -1, -4, -7, 1, -5, 15, -21
O=C(NCc1ccco1)c1ccc(COc2cc(Cl)ccc2Cl)cc1
    8, -6, -5, 0, -5, 1.1, 21, 26, 11
COCCCNC(=O)CCS(=O)(=O)Cc1ccc(C)cc1
    -17, 11, 1, -4, -8, 0.89, 0, -11, 5
CCOc1ccc(C(=O)Nc2nnc(SCC(=O)NCC3CCCO3)s2)cc1 (stereo not given)
    4, 3, -7, 9, 4, 0.97, -8, 21, 20
Cc1cccc(C)c1Nc1nnc(SCc2nc3ccccc3s2)s1
    24, 10, -2, 1, -8, 0.9, 35, 5, -4
Cc1c(NCc2cccnc2)cccc1C(=O)O
    4, 2, -3, -3, -3, 0.98, 2, 12, -8
CCCCOc1ccc(C(O)C(CN2CCCCC2)c2ccccc2)cc1 (stereo not given)
    -1, 5, -2, 1, -1, 0.95, 0, 17, -1
COc1cc(C(=O)N2CCC(C(N)=O)CC2)ccc1OCc1c(C)noc1C
    -5, 6, -1, -1, -1, 0.94, 6, 9, -10
COc1ccccc1C(=O)COC(=O)CN1C(=O)NC2(CCCC2)C1=O
    -9, -5, -2, 2, -4, 1.1, 2, 14, -14
CCOC(=O)C1=C(CSc2nccn2C)NC(=O)NC1c1ccc2c(c1)OCO2 (stereo not given)
    0, 9, -3, 1, -3, 0.91, -11, 14, -10
CCC1Oc2ccc(C)cc2N(CC(=O)NCc2cc(OC)ccc2OC)C1=O (stereo not given)
    -11, -6, 0, 1, -4, 1.1, -6, 10, 14
C/C(=N\Nc1ccc(S(=O)(=O)Nc2ccccc2)cc1[N+](=O)[O-])c1ccncc1
    4, 15, -1, 3, -1, 0.85, 7, -6, 10
BrC(/C=C\c1ccccc1)=N/Nc1nc(N2CCOCC2)nc(N2CCOCC2)n1
    34, 3, -1, -1, -2, 0.97, 31, 21, 10
C[C@H](NC(=O)c1ccccc1)C(=O)OCC(=O)Nc1sccc1C(N)=O
    -13, 18, -3, 3, 2, 0.82, 10, 10, -4
CSc1nc(C)c2c(n1)N(c1ccc(C(C)C)cc1)CC2
    19, -4, 4, 2, 4, 1, 4, 15, -1
Cc1ccc(C)c(OCC(O)CN2CCC(Cc3ccccc3)CC2)c1 (stereo not given)
    -130, 9, -7, 2, -2, 0.91, -56, 27, 3
COc1ccccc1N1C(=O)CC(Sc2n[nH]c(-c3cccc(C)c3)n2)C1=O (stereo not given)
    47*, 17, 0, -5, 31, 0.83, 9, 7, 12
Cc1ccccc1N(CC(=O)NC1CCCC1)C(=O)C1(C)CC(=O)N=C2C=CC(Cl)=CN21 (stereo not given)
    13, -2, -1, 3, 11, 1, -17, 9, -3
CC(=O)c1cccc(NC(=S)NCCCCc2ccccc2)c1
    28, 10, 0, -3, -3, 0.9, 41*, 11, 16
CCc1ccccc1NC(=O)c1ccccc1N1C(=O)C2C3C=CC(C3)C2C1=O (stereo not given)
    8, 4, 0, -3, -7, 0.96, 0, -2, -18
COc1ccccc1NC(=S)N1CCN(c2cccc(C)c2C)CC1
    -3, -4, -5, -9, -1, 1, 21, -4, -26
COc1ccc(-c2cccc(C(=O)Nc3ccc(OC)c(OC)c3)c2)cc1
    10, -3, 1, -1, -4, 1, 10, 20, -12
O=C(NC1CCOCC1)C1CCC(=O)N(Cc2cccc(C(F)(F)F)c2)C1 (stereo not given)
    -8, -3, -2, -3, -1, 1, 10, 10, 2
CNC(=O)COC(=O)c1ccc2c(c1)NC(=O)C1CCCN21 (stereo not given)
    3, 7, -1, -2, -8, 0.93, -18, 8, -31
CCOC(=O)C1CCN(C(C)=C2C(=O)c3ccccc3C2=O)CC1
    -6, 1, 0, 0, -2, 0.99, 0, 3, -4
Cc1cc(C)c(S(=O)(=O)Nc2cc(C)on2)c(C)c1
    23, -2, 3, -3, -5, 1, 10, 5, 25
CCN(CC)S(=O)(=O)c1ccc(-c2cc(C(=O)OC)sc2C(F)(F)F)cc1
    6, -3, -3, 2, -6, 1, -3, 13, -10

(next part)
Results follow in this order: tim10-1 inh, mIAP block, beta cell repl, A3A deaminase, A3G deaminase, mIAP act, TIM10 inh, NALP3 yeast inh, hIAP inh
O=C(N/C(=C/c1ccccc1)C(=O)N1CCCCCC1)c1ccccc1
    23, -5, 1, -1, 1, 1, 5, -6, 4
O=C(O)c1cccc(NC(=O)c2ccccc2NC(=O)c2ccco2)c1
    -3, 6, -3, 2, 6, 0.94, 1, 15, -22
CCC(C)N(C(=O)COC(=O)Cc1n[nH]c(=O)c2ccccc12)C1CCS(=O)(=O)C1 (stereo not given)
    5, -8, 3, 2, -2, 1.1, -12, 16, -6
c1ccc(Nc2nc(CSc3ncn[nH]3)cs2)cc1
    16, 10, -3, 6, -4, 0.9, 23, 21, -27
CC(C)Oc1cccc(C(=O)C2CCCN(S(C)(=O)=O)C2)c1 (stereo not given)
    6, 3, 0, -2, -9, 0.97, 19, 5, 0

In a second layout: results already given.
O=C(O)c1cccc(NC(=O)c2ccccc2NC(=O)c2ccco2)c1
- tim10-1 inh: -3
- mIAP block: 6
- beta cell repl: -3
- A3A deaminase: 2
- A3G deaminase: 6
- mIAP act: 0.94
- TIM10 inh: 1
- NALP3 yeast inh: 15
- hIAP inh: -22
CCC(C)N(C(=O)COC(=O)Cc1n[nH]c(=O)c2ccccc12)C1CCS(=O)(=O)C1 (stereo not given)
- tim10-1 inh: 5
- mIAP block: -8
- beta cell repl: 3
- A3A deaminase: 2
- A3G deaminase: -2
- mIAP act: 1.1
- TIM10 inh: -12
- NALP3 yeast inh: 16
- hIAP inh: -6

Screening results (PubChem)
